BioA inh = inhibitors of Mycobacterium tuberculosis BioA enzyme; purified M. tuberculosis BioA enzyme, plate reader; inhibition, % at 9.99 µM; hit rate 0.096% among 360,000; in the data active = inhibition above about 40%
* hit, by the source's call. Some of the compounds tested; the hit share may differ from the screen's.

COc1ccccc1C(=O)Nc1ccc2c(c1)OC[C@@H](C)N(C(C)=O)C[C@@H](C)[C@H](OC)CN(C)C2=O
- BioA inh = -0.5

CO[C@@H]1CN(C)C(=O)c2cc(NC(=O)C3CCOCC3)ccc2OC[C@@H](C)N(CC2CC2)C[C@@H]1C
- BioA inh = -0.9

C[C@@H]1CCCCO[C@H](CN(C)Cc2ccc3c(c2)OCO3)[C@H](C)CN([C@@H](C)CO)C(=O)c2cc(NC(=O)NC3CCCCC3)ccc2O1
- BioA inh = 2.5

COc1ccc(NC(=O)Nc2ccc3c(c2)C(=O)N([C@H](C)CO)C[C@H](C)[C@H](CN(C)S(=O)(=O)c2c(C)noc2C)OCCCC[C@H](C)O3)cc1
- BioA inh = -0.4

C[C@H](CO)N1C[C@H](C)[C@H](CN(C)C(=O)Nc2ccc(C(F)(F)F)cc2)OCCCC[C@H](C)Oc2ccc(NC(=O)Nc3ccccc3)cc2C1=O
- BioA inh = -1.6

C[C@H]1CCCCO[C@@H](CN(C)C(=O)Nc2cccc3ccccc23)[C@@H](C)CN([C@@H](C)CO)C(=O)c2cc(NS(=O)(=O)c3ccc(Cl)cc3)ccc2O1
- BioA inh = -2.2

COc1ccc(S(=O)(=O)N(C)C[C@H]2Oc3ccc(NC(=O)NC4CCCCC4)cc3CC(=O)N([C@H](C)CO)C[C@H]2C)cc1
- BioA inh = 0.4

C[C@H]1CN([C@@H](C)CO)C(=O)c2cc(Br)cnc2O[C@@H]1CN(C)C(=O)C1CCCCC1
- BioA inh = 3.4

CNC[C@H]1OCCCC[C@@H](C)Oc2ccc(NC(=O)C3CCCCC3)cc2C(=O)N([C@@H](C)CO)C[C@H]1C
- BioA inh = -0.1

COc1ccc(-c2ccc3n(c2=O)C[C@H]2[C@H](CO)[C@@H](C(=O)O)[C@@H]3N2C(=O)c2ccccc2F)cc1
- BioA inh = 2.1

C[C@@H]1CN([C@H](C)CO)C(=O)c2ccccc2-c2ccccc2CO[C@@H]1CN(C)Cc1ccc(O)cc1
- BioA inh = 1.0

C[C@H]1CN([C@@H](C)CO)C(=O)c2c(c3ccccc3n2C)-c2ccccc2CO[C@H]1CN(C)CC1CC1
- BioA inh = 1.0

Cc1ccc(S(=O)(=O)N(C)C[C@H]2OCCCC[C@H](C)Oc3ccc(NS(=O)(=O)c4ccccc4)cc3C(=O)N([C@@H](C)CO)C[C@@H]2C)cc1
- BioA inh = -1.7

Cn1cnc(S(=O)(=O)N[C@H]2C=C[C@H](CC(=O)NCC3CC3)O[C@H]2CO)c1
- BioA inh = 1.3

C[C@H](O)C#Cc1cnc2c(c1)C(=O)N([C@@H](C)CO)C[C@H](C)[C@H](CN(C)C(=O)c1ccc(F)cc1)O2
- BioA inh = -3.6

CO[C@@H](CN(C)S(=O)(=O)c1ccc(F)cc1)[C@H](C)CN(C(=O)Nc1ccccc1F)[C@@H](C)CO
- BioA inh = -0.3

C[C@@H]1CN([C@H](C)CO)C(=O)c2cccc(NC(=O)Nc3ccc(F)cc3)c2O[C@H]1CN(C)C(=O)Nc1ccc2c(c1)OCO2
- BioA inh = 0.3

C[C@H](CO)N1C[C@H](C)[C@H](CN(C)C(=O)Nc2ccc3c(c2)OCO3)Oc2ccc(NC(=O)C3CCCCC3)cc2CC1=O
- BioA inh = -2.6

CCCNC(=O)NC[C@H]1[C@@H](c2ccc(C3=CCCC3)cc2)[C@H](CO)N1C(C)=O
- BioA inh = 0.9

C[C@H]1CN([C@@H](C)CO)C(=O)c2cc(NC(=O)CCN3CCOCC3)ccc2O[C@H]1CN(C)C(=O)Nc1cccc2ccccc12
- BioA inh = -1.2

COC(=O)C[C@@H]1CC[C@H]2[C@@H](COC[C@H](O)CN2C(=O)Nc2cccc(F)c2)O1
- BioA inh = 4.1

C[C@@H]1CN([C@@H](C)CO)C(=O)c2cc(NC(=O)Nc3ccc(C(F)(F)F)cc3)ccc2O[C@@H]1CN(C)Cc1ccc(Oc2ccccc2)cc1
- BioA inh = -0.5

C[C@@H]1CN([C@@H](C)CO)C(=O)c2cc(NC(=O)c3ccccc3)ccc2O[C@@H](C)CCCCO[C@@H]1CN(C)C(=O)Cc1ccccc1
- BioA inh = -2.5

CO[C@@H]1CN(C)C(=O)c2ccc(NC(=O)C3CCOCC3)cc2OC[C@@H](C)N(C)C[C@H]1C
- BioA inh = -0.7

CC(C)NC(=O)N(C)C[C@@H]1Oc2ccc(NC(=O)Cn3cnnn3)cc2C(=O)N([C@H](C)CO)C[C@H]1C
- BioA inh = -1.9

O=C(C[C@@H]1CC[C@@H](NC(=O)C2CCC2)[C@H](CO)O1)NCC1CC1
- BioA inh = -0.5

Cc1ccc(S(=O)(=O)N2CC[C@@H]3[C@@H](CO)N(C)c4ccc(-c5cccc(C#N)c5)cc4[C@@H]32)cc1
- BioA inh = 1.1

Cc1ccc(S(=O)(=O)Nc2ccc3c(c2)C(=O)N([C@@H](C)CO)C[C@H](C)[C@H](CN(C)Cc2ccncc2)OCCCC[C@H](C)O3)cc1
- BioA inh = 2.5

C[C@@H]1CCCCO[C@H](CN(C)C(=O)Nc2cccc3ccccc23)[C@@H](C)CN([C@H](C)CO)C(=O)c2cc(NC(=O)NC3CCCCC3)ccc2O1
- BioA inh = -2.5

C[C@H]1CN([C@@H](C)CO)C(=O)CCCn2nncc2CO[C@H]1CN(C)CC1CC1
- BioA inh = 1.7

O=S(=O)(Cc1ccccc1)N1CCCCN2[C@H](CO)[C@H](c3ccc(-c4ccc(F)cc4)cc3)[C@@H]2C1
- BioA inh = -1.1

COCC(=O)N1C[C@H](C)[C@H](OC)CN(C)C(=O)c2cc(NC(=O)c3ccc(OC)cc3)ccc2OC[C@@H]1C
- BioA inh = 2.2

C[C@@H]1CN([C@H](C)CO)C(=O)c2cccc(NC(=O)c3ccc(-c4nccs4)cc3)c2O[C@H]1CN(C)CC1CCCCC1
- BioA inh = -1.7

Cc1noc(C)c1NC(=O)Nc1ccc2c(c1)C(=O)N([C@@H](C)CO)C[C@H](C)[C@@H](CN(C)C(=O)c1ccccc1)OCCCC[C@@H](C)O2
- BioA inh = 0.8

CCc1cnc(N2[C@H](C#N)[C@H](c3ccc(C#Cc4ccccc4F)cc3)[C@@H]2CO)s1
- BioA inh = -4.8

C[C@@H]1CN([C@@H](C)CO)C(=O)c2cc(C#CC3CC3)cnc2O[C@@H]1CN(C)C(=O)CC1CC1
- BioA inh = -0.2

COCc1cn(CC[C@@H]2CC[C@@H](NC(=O)CCN3CCCCC3)[C@@H](CO)O2)nn1
- BioA inh = -0.1

C[C@H](CO)N1C[C@H](C)[C@H](CN(C)Cc2ccc(C(=O)O)cc2)Oc2ncc(-c3ccc(C(=O)N(C)C)cc3)cc2C1=O
- BioA inh = 6.3

CCNC(=O)C[C@@H]1CC[C@@H]2[C@@H](COc3ccc(NC(=O)c4ccc(C(F)(F)F)cc4)cc3C(=O)N2C)O1
- BioA inh = 0.6

COc1ccc(CN(C)C[C@H]2OCCCC[C@@H](C)Oc3ccc(NS(=O)(=O)c4c(C)noc4C)cc3C(=O)N([C@H](C)CO)C[C@H]2C)cc1
- BioA inh = -1.6

CO[C@@H]1CN(C)C(=O)c2ccc(NC(C)=O)cc2OC[C@@H](C)N(C(=O)c2ccccn2)C[C@@H]1C
- BioA inh = -2.7

O=C(C[C@@H]1C[C@@H]2c3cc(NC(=O)C4CCC4)ccc3O[C@@H]2[C@@H](CO)O1)NCc1ccc(-c2ccccc2)cc1
- BioA inh = -1.3

C[C@@H]1CN([C@H](C)CO)S(=O)(=O)c2ccc(-c3cccnc3)cc2O[C@H]1CN(C)CC1CC1
- BioA inh = 0.2

CC(=O)NC[C@H]1[C@@H](c2ccc(-c3cccc(F)c3)cc2)[C@H](CO)N1C(C)=O
- BioA inh = 8.7

CNC[C@H]1OCCCC[C@@H](C)Oc2ccc(NC(=O)c3ccncc3)cc2C(=O)N([C@H](C)CO)C[C@H]1C
- BioA inh = -3.7

Cc1noc(C)c1NC(=O)NCC[C@@H]1CC[C@@H](NC(=O)Nc2cccc(F)c2)[C@H](CO)O1
- BioA inh = -1.4

O=C(C[C@H]1C[C@H]2c3cc(NC(=O)C4CCC4)ccc3O[C@H]2[C@H](CO)O1)NCc1cc(F)ccc1F
- BioA inh = -2.0

O=C(Nc1ccc2c(c1)OCO2)N[C@@H]1CC[C@H](CCNC(=O)C2CCOCC2)O[C@H]1CO
- BioA inh = -1.9

C[C@@H]1CN([C@H](C)CO)C(=O)c2cccc(NS(=O)(=O)c3cn(C)cn3)c2O[C@H]1CN(C)Cc1ccc(Cl)c(Cl)c1
- BioA inh = 1.5

CC(=O)N1[C@H](CO)[C@H](c2ccccc2)[C@H]1CN(C)C(=O)c1ccccc1F
- BioA inh = -1.8

Among those listed so far, two contain a Cl atom:
C[C@H]1CCCCO[C@@H](CN(C)C(=O)Nc2cccc3ccccc23)[C@@H](C)CN([C@@H](C)CO)C(=O)c2cc(NS(=O)(=O)c3ccc(Cl)cc3)ccc2O1
- BioA inh = -2.2

C[C@@H]1CN([C@H](C)CO)C(=O)c2cccc(NS(=O)(=O)c3cn(C)cn3)c2O[C@H]1CN(C)Cc1ccc(Cl)c(Cl)c1
- BioA inh = 1.5

Random excerpt: 4 entries already listed
CO[C@@H](CN(C)S(=O)(=O)c1ccc(F)cc1)[C@H](C)CN(C(=O)Nc1ccccc1F)[C@@H](C)CO
- BioA inh = -0.3

C[C@@H]1CCCCO[C@H](CN(C)C(=O)Nc2cccc3ccccc23)[C@@H](C)CN([C@H](C)CO)C(=O)c2cc(NC(=O)NC3CCCCC3)ccc2O1
- BioA inh = -2.5

C[C@H]1CN([C@@H](C)CO)C(=O)CCCn2nncc2CO[C@H]1CN(C)CC1CC1
- BioA inh = 1.7

CC(=O)N1[C@H](CO)[C@H](c2ccccc2)[C@H]1CN(C)C(=O)c1ccccc1F
- BioA inh = -1.8

(further entries)
CO[C@@H]1CN(C)C(=O)c2cc(NS(C)(=O)=O)ccc2OC[C@H](C)N(C(=O)c2ccc3c(c2)OCO3)C[C@@H]1C
- BioA inh = -0.8

COc1ccc(CN(C)C[C@H]2Oc3ccc(NC(=O)Cc4ccccc4)cc3CC(=O)N([C@@H](C)CO)C[C@H]2C)cc1
- BioA inh = 0.3

C[C@@H]1CCCCO[C@@H](CN(C)Cc2ccc3c(c2)OCO3)[C@H](C)CN([C@@H](C)CO)C(=O)c2cc(NC(=O)Nc3cccc4ccccc34)ccc2O1
- BioA inh = 2.2

Cc1noc(C)c1S(=O)(=O)Nc1ccc2c(c1)C(=O)N([C@H](C)CO)C[C@@H](C)[C@H](CN(C)C(=O)Nc1ccc3c(c1)OCO3)OCCCC[C@@H](C)O2
- BioA inh = -2.5

N#C[C@H]1[C@H](c2ccc(C#CC3CC3)cc2)[C@H](CO)N1S(=O)(=O)c1ccccc1
- BioA inh = 0.4

C[C@@H]1CN([C@H](C)CO)C(=O)c2c(c3ccccc3n2C)-c2ccccc2CO[C@H]1CN(C)S(=O)(=O)c1cccc(C#N)c1
- BioA inh = 0.7

COc1ccccc1C(=O)Nc1ccc2c(c1)OC[C@@H](C)NC[C@@H](C)[C@@H](OC)CN(C)C2=O
- BioA inh = -0.4

CC(C)CC#Cc1ccc2c(c1)O[C@H](CN(C)C(=O)c1cccnc1)[C@H](C)CN([C@H](C)CO)S2(=O)=O
- BioA inh = 0.8

O=C(Cc1ccccn1)N[C@H]1C=C[C@H](CC(=O)N2CCCCC2)O[C@H]1CO
- BioA inh = 4.5

Cc1ccc(S(=O)(=O)N[C@@H]2CC[C@@H](CCNC(=O)C3CC3)O[C@H]2CO)cc1
- BioA inh = 0.0

CO[C@H]1CN(C)C(=O)c2cccc(C#N)c2OCC[C@@H]2CC[C@@H](OC)[C@@H](CN(C)C(=O)[C@@H]1C)O2
- BioA inh = -0.9

CC(C)NC(=O)N(C)C[C@H]1Oc2ccc(NC(=O)CCN3CCOCC3)cc2CC(=O)N([C@H](C)CO)C[C@@H]1C
- BioA inh = 2.5

O=C(Nc1cccc(Cl)c1)N1C[C@H]2[C@@H](c3ccccc31)[C@H](CO)N2CC1CCCCC1
- BioA inh = -2.0

CCNC(=O)C[C@H]1CC[C@H]2[C@H](COc3ccc(NC(=O)Nc4ccc(C)cc4)cc3C(=O)N2C)O1
- BioA inh = -1.3

CNC[C@@H]1Oc2c(NC(=O)c3cc(C)nn3C)cccc2C(=O)N([C@H](C)CO)C[C@H]1C
- BioA inh = 3.2

C[C@@H]1CN([C@H](C)CO)C(=O)Cc2cc(NC(=O)C3CCCCC3)ccc2O[C@H]1CN(C)Cc1ccc(C(F)(F)F)cc1
- BioA inh = -1.1

Cc1noc(C)c1S(=O)(=O)Nc1ccc2c(c1)C(=O)N([C@@H](C)CO)C[C@H](C)[C@H](CN(C)C(=O)NC(C)C)O2
- BioA inh = -1.4

COc1cccc(S(=O)(=O)N[C@H]2C=C[C@@H](CC(=O)NCc3ccc(F)cc3)O[C@H]2CO)c1
- BioA inh = -1.8

C[C@H]1CN([C@@H](C)CO)C(=O)c2cccc(NC(=O)Nc3ccccc3)c2O[C@@H]1CN(C)S(C)(=O)=O
- BioA inh = -0.7

C[C@@H]1CN([C@@H](C)CO)C(=O)c2cccc(NC(=O)Nc3ccc(F)cc3)c2O[C@@H]1CN(C)Cc1ccc(-c2ccccc2)cc1
- BioA inh = -2.0

Cc1noc(C)c1NC(=O)N(C)C[C@@H]1Oc2c(NC(=O)Nc3ccc(C(F)(F)F)cc3)cccc2C(=O)N([C@H](C)CO)C[C@@H]1C
- BioA inh = 4.5

C[C@H](CO)N1C[C@H](C)[C@H](CN(C)C)Oc2cc(C#CC3CCCCC3)ccc2S1(=O)=O
- BioA inh = -1.1

C[C@@H]1CN([C@H](C)CO)C(=O)Cc2cc(NC(=O)CCCCCC(=O)Nc3ccccc3N)ccc2O[C@H]1CN(C)Cc1ccc2c(c1)OCO2
- BioA inh = -1.4

C[C@H]1CN([C@@H](C)CO)C(=O)Cc2cc(NS(C)(=O)=O)ccc2O[C@H]1CN(C)C(=O)Nc1cccc2ccccc12
- BioA inh = -0.3

C[C@H]1CN([C@@H](C)CO)C(=O)c2cccc(NS(=O)(=O)c3ccccc3)c2O[C@H]1CN(C)C(=O)Nc1ccc(C(F)(F)F)cc1
- BioA inh = 1.6

COc1ccccc1NC(=O)N[C@@H]1CC[C@H](CCNS(=O)(=O)c2ccc(Cl)cc2)O[C@H]1CO
- BioA inh = 0.6

C[C@@H]1CN([C@H](C)CO)C(=O)c2cc(-c3cccc(F)c3)cnc2O[C@H]1CN(C)C(=O)C1CCC1
- BioA inh = 6.8

Cc1cc(C(=O)Nc2cccc3c2O[C@@H](CN(C)Cc2ccc(Oc4ccccc4)cc2)[C@@H](C)CN([C@@H](C)CO)C3=O)n(C)n1
- BioA inh = -2.6
